# Source: PubChem
# Tb PGK inh: T. brucei PGK inhibition; P07378; PGK/GAPDH coupled, Kinase-Glo luminescence, 60 min; Potency, µM (highest dose often 57.5 µM), inactives show at the top dose activity change, negative = inhibition, usual class: inhibitors; 0.043% of 380,000 active; also: potency is read from the fitted curve at half-maximal effect; % is scaled to controls: 0 for no effect and ±100 for the full control effect; nearly all actives have a fitted effect of over 60% in size
#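 Luminescent ATP detection (Kinase-Glo Plus) follows a 60-minute room-temperature incubation, with wells lacking PGK as controls. Buffer: 100 mM TEA (pH 7.6), 5 mM MgCl2, 0.01% Tween-20. Coupling enzyme GAPDH (100 nM final) supplies unstable 1,3-BPG in-well.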
# POLB inh: blocks human DNA polymerase beta activity | Potency, µM (top dose mostly 114 µM), for the others: at the highest dose activity change, negative = inhibition, usual class: inhibitors | Pol beta primer extension/strand displacement, fluorescence kinetic | 1.3% of 340,000 active; also: potency is read from the fitted curve at half-maximal effect; % is scaled to controls: 0 for no effect and ±100 for the full control effect
#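 Values derive from four-parameter Hill fits of normalized kinetic data: reads at 0 and 10 min following addition of 50 nM substrate to 10 nM Pol beta preincubated 15 min with compound.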
# POLH inh: inhibitors of human DNA polymerase eta | 1.2% of 390,000 active | recombinant Pol eta, fluorescent DNA replication assay | Q9Y253 | Potency, µM (titrated, usually from 114 µM), for the others: at the highest dose activity change, negative = inhibition, most hits filed as inhibitors; also: potency is read from the fitted curve at half-maximal effect; % is scaled to controls: 0 for no effect and ±100 for the full control effect
#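 Fluorescent replication assay: 50 nM final substrate added after a 15 min room-temperature compound preincubation with 10 nM enzyme. Signal taken at 0 min and again at 10 min.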
# RXFP1 antag: RXFP1 (human) relaxin receptor antagonism; Q9HBX9; activity change, negative = inhibition, % at 57.5 µM; 0.59% of 350,000 active; AID 1259400; HEK293-RXFP1, relaxin-stimulated cAMP HTRF, 30 min; hits give low values;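 active = activity change of -60% or lower, but not beyond a set lower limit; inconclusive = change between -60% and -40%, or beyond the set limit; inactive = change above -40%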; also: % is scaled to controls: 0 for no effect and ±100 for the full control effect
# POLK inh: blocks human DNA polymerase kappa activity. 0.53% of 400,000 active. Potency, µM (doses to about 107 µM), for the others: top-dose activity, negative = inhibition, hits mostly inhibitors. purified Pol kappa, fluorescent DNA synthesis assay, 10 min. AID 588579; also: potency is read from the fitted curve at half-maximal effect; % is scaled to controls: 0 for no effect and ±100 for the full control effect
# Target sequence (Q9UBT6 whole entry, looked up): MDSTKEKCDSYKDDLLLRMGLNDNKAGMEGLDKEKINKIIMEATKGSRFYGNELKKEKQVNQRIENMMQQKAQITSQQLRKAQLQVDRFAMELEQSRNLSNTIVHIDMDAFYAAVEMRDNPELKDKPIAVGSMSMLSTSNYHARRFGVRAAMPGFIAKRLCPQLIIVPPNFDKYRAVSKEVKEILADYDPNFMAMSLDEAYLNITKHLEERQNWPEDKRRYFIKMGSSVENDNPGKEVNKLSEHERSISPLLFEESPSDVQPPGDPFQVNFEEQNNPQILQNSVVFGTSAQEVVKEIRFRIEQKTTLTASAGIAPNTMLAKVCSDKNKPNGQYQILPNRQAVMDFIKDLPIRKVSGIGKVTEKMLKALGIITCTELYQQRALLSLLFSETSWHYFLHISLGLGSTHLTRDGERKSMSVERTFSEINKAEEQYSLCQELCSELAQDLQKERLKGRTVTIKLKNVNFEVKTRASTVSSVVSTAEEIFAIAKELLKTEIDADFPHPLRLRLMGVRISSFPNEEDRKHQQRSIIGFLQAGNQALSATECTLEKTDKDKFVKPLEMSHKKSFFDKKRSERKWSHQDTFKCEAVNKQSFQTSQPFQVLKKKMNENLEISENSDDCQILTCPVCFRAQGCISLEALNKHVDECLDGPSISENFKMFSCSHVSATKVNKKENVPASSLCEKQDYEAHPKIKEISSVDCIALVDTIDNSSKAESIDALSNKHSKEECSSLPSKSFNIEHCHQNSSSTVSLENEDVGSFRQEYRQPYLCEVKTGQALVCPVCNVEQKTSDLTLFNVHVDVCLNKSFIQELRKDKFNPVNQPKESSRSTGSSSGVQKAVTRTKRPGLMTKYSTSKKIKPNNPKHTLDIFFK
#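 Fluorescent qHTS in 1536-well format: enzyme (10 nM) and compound sat 15 min at room temperature before 50 nM substrate (final) was added. Signal taken at 0 and 10 min; no-enzyme buffer wells were negative controls.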
# Apoferritin bind: binds horse apoferritin like a general anesthetic | P02791 | apoferritin/1-aminoanthracene competitive binding, fluorescence | Potency, µM (doses to about 77.5 µM), for inactives: top-dose activity change, negative = displacement, hits mostly inhibitors | 0.074% of 350,000 active; also: potency is read from the fitted curve at half-maximal effect; % is scaled to controls: 0 for no effect and ±100 for the full control effect; nearly all actives have a fitted effect of over 20% in size
# Target sequence (P02791 2-175 limits assumed): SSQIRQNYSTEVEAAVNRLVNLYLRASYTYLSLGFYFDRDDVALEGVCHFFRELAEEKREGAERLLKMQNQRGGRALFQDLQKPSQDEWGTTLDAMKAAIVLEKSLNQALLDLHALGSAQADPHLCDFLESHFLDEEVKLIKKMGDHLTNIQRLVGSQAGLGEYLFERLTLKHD
#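 Read-out: endpoint 1-AMA fluorescence, excitation 380 nm and emission 535 nm, after compounds sit 10 min at room temperature with 10 uM horse-spleen apoferritin in 50% saturated 1-AMA/PBS. Values come from four-parameter Hill fits.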
# POLI inh: blocks human DNA polymerase iota activity | Q9UNA4 | 1% of 390,000 active | Potency, µM (series often up to 115 µM), for inactives: top-dose activity, negative = inhibition, usual class: inhibitors | AID 588590 | Pol iota fluorescent replication assay, 10 min; also: potency is read from the fitted curve at half-maximal effect
#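 Pol iota at 10 nM preincubated 15 min with compounds at room temperature; reaction started with fluorescent substrate, 50 nM final. Fluorescence read kinetically at 0 and 10 min; buffer-only wells as negative control.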
# APEX1 inh: APE1 (human) endonuclease inhibition | P27695 | recombinant APE1, TAMRA/BHQ-2 abasic DNA cleavage fluorescence | Potency, µM (highest dose often 65.8 µM), without a hit: top-dose activity change, negative = inhibition, usual class: inhibitors | 0.35% of 350,000 active | AID 2517;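 also: potency is read from the fitted curve at half-maximal effect; plate controls were vehicle for no effect and reference inhibitor for full effect; nearly all actives have a fitted effect of over 55% in size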
#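 Kinetic fluorescence read (525 ex/598 em nm, three reads 60 s apart) of AP-site incision; signal = third minus first read. Enzyme 0.75 nM, dual-labelled THF duplex 50 nM, compound preincubation 15 min RT.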
# BLM inh: blocks DNA unwinding by human BLM helicase | recombinant BLM DNA unwinding, fluorescence dequenching | Potency, µM (doses to about 56.1 µM), without a hit: at the top dose activity change, negative = inhibition, hits mostly inhibitors | 0.2% of 350,000 active;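 also: potency is read from the fitted curve at half-maximal effect; plate controls were vehicle for no effect and no enzyme for full effect; nearly all actives have a fitted effect of over 35% in size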
# * marks the source's active call; other numbers are inactive results; i = inactive; ? = inconclusive; · = no result given; & = joins results of further samples; [ ] = remark or other dose. Unless noted, calls follow the shape of the dose curve; as a rule, active = well fitted curve in the direction sought with a large enough effect; inconclusive = small, poorly fitted or top-dose-only effect, or another doubt; inactive = no such curve, though single readings can be large; an effect the other way counts as inactive or inconclusive.
smiles | Tb PGK inh | APEX1 inh | POLH inh | BLM inh | POLI inh | POLB inh | Apoferritin bind | RXFP1 antag | POLK inh
Cn1c(N)c(C(=O)CSc2nnnn2-c2ccccc2)c(=O)n(C)c1=O | -7% | -6% | -5% | -2% | 14% | 43% | -11% | 6 | 11%
CN(CC(=O)Nc1ccc(F)c(F)c1F)C(=O)C1=COCCO1 | -1% | 28% | -2% | -1% | -22% | 0% | -11% | -6 | -17%
COc1ccc(N2CCN(Cc3nc4c(c(=O)n(C)c(=O)n4C)n3C(C)C)CC2)cc1 | -9% | · | -26% | 1% | 18% | 29% | -4% | -5 | -7%[60.1 µM]
Cc1cnc(C(=O)OCC(=O)N2CCC(C)CC2)cn1 | -2% | 31% | -13% | · | 69%[activator] | · | · | -11 | -2%
COc1ccc(CCNc2ncnc3c2c(-c2ccccc2)cn3-c2ccc(F)cc2)cc1OC | -7% | · | -13% | -8% | -4% | -1% | 70%[activator] | 9 | -5%[60.1 µM]
CCOC(=O)c1cnn(Cc2ccc(C)cc2)c1N | 5% | -2% | -4% | -4% | 1% | 2% | -12% | 6 | -7%
CC(C)(C)C(O)(CC#CCN1CCCC1)c1ccccc1 (stereo not given) | 8% | 6% | -5% | 5% | 85%[activator] | 1% | -7% | 1 | -3%
COc1cccc(CN2CCN(CCc3ccccc3)C(CCO)C2)c1OC (stereo not given) | -6% | 16% | -19% | -1% | 22% | 22% | -8% | 6 | -5%[60.1 µM]
CCCNC(=O)c1ccc(N2CCC3(CC2)CC(c2cccc(Br)c2)=NO3)c(NC(=O)c2ccccc2)c1 | i | 25% | -14% | · | ? | · | · | · | 18%
Cc1ccc(C(=O)N/C(=C\c2cccs2)C(=O)NCCc2ccccn2)cc1C | -4% | 4% | -5% | -6% | 11% | 1% | -10% | -6 | 2%
CC(C)OCCCNC(=O)c1ccncc1 | 3% | 6% | 3% | 1% | 0%[58.9 µM] | 6% | -15% | 8 | -8%
CC(C)c1ccc(NC(=O)CN2C(=O)COc3ccc(S(=O)(=O)Nc4ccccc4)cc32)cc1 | i | · | -18% | -13% | -9% | ? | -3% | · | -7%
COc1ccccc1-n1c(SCC(=O)Nc2cc(C)on2)nc2c(c1=O)SCC2 | -4% | -2% | -2% | 0% | -3% | 1% | -8% | 0 | 11%
O=C(O)C(C(=O)Oc1ccccc1)C(C(=O)O)C(=O)Oc1ccccc1 (stereo not given) | -5% | 8% | 1% | · | ? | · | · | -10 | 1%
COC(=O)C(CCSC)NC(=O)c1cc2c(n(-c3ccccc3)c1=O)CC(C)(C)CC2=O (stereo not given) | -1% | -2% | 5%&-19% | -1%&1% | -1%&-5% | 4%&33% | -15%&-6% | -16&12 | -3%&3%
CCn1c(=O)c2sccc2n2c(CCCC(=O)N3CCN(c4ccccc4OC)CC3)nnc12 | -1% | · | -15% | 0% | 27% | 0% | -11% | 14 | 1%
COc1ccc(NC(=O)NNC(=O)c2cc3ccccc3cc2O)cc1 | -5% | -20% | -17% | -9% | ? | ? | -8% | 5 | -25%
Cc1ccccc1SCC(=O)OCC(=O)NCCNC(=O)COC(=O)CSc1ccccc1C | -5% | -2% | -19% | · | -7% | · | · | -14 | -5%
CCOC(=O)c1ccc(N2CCN(c3ccccc3F)CC2)c(NC(=O)Nc2cccc(OC)c2)c1 | -11% | -5% | -11% | -7% | -12% | ? | 4% | -8 | -4%
COc1ccc(Br)cc1C1CC(=O)N2CN(Cc3ccccc3)CSC2=C1C#N (stereo not given) | -6% | -7% | -16% | -12% | 1% | -1% | -23% | -3 | -13%
O=C(O/N=C(\c1ccccc1)c1ccccn1)c1cccc2ccccc12 | -2% | 4% | -19% | -5% | 13% | 6% | -7% | 7 | -4%
CCCCOC(=O)c1ccc(Nc2ncnc3c2cnn3-c2cccc(C)c2)cc1 | -3% | · | -1% | -3% | -4% | 23% | -3% | 5 | -6%[60.1 µM]
Cc1ccc(NC(CNS(=O)(=O)c2ccc(Cl)cc2)c2ccccc2)cc1 (stereo not given) | i | -11% | -19% | -7%&-8% | 10%&-8% | -9%&2% | 35%&0%[activator] | -16&-32 | -6%&-14%
Cc1cc(C)c(S(=O)(=O)Nc2ccc3[nH]c(=O)[nH]c3c2)c(C)c1 | -6% | -1% | -14% | -1% | 13% | 23% | -6% | 13 | -1%
COc1cc2ccccc2cc1C(=O)N/N=C/c1cccnc1 | -10% | 48% | -1% | -2% | 3% | 8% | -10% | -19 | 3%
CC1CCc2c(sc(NC(=O)COc3ccccc3)c2C(=O)Nc2ccccc2Cl)C1 (stereo not given) | -10% | · | -10% | 6% | -7% | 4% | -2% | -2 | 6%
O=C(CN1C(=O)NC2(CCCC2)C1=O)Nc1ccc(OC(F)(F)F)cc1 | 2% | -10% | -24% | -4% | 131%[activator] | 15% | 6% | -2 | -2%
COc1ccc(-c2cc(C(C)=O)c(C)n2CCC(=O)Nc2cc(C)ccc2OC)cc1 | 0% | · | -1% | -4% | 2% | -13% | -12% | -24 | -15%[60.1 µM]
Fc1cccc(/C=N/N=C/c2cccc(F)c2)c1 | i | -1%&-6% | -2%[57.1 µM] | -3% | -8%[58.9 µM] | -8%[57.1 µM] | -9% | 0 | 7%[60.1 µM]
CN(Cc1ccccc1)c1ccc(C(CC(N)=O)NC(=O)c2ccccc2)cc1[N+](=O)[O-] (stereo not given) | 6% | -3% | -6% | -4% | -1% | 22% | ? | · | 1%
CC/C(=N\O)c1c(O)c2c(n(-c3ccccc3)c1=O)CCCC2 | 1% | 1% | -2% | 0% | 7% | ? | 1% | 6 | -3%
COc1ccc(OC)c(S(=O)(=O)N2CCN(Cc3ccccc3)CC2)c1 | -5% | 1% | -22% | -5% | 17% | 1% | -10% | -2 | 3%
Clc1ccc(OCCCc2nc(-c3ccncc3)no2)c(Cl)c1 | 5% | 7% | -9% | -4% | 6% | 10% | -23% | -10 | -3%
Cc1ccccc1C(=O)Nc1ccc(C(=O)N/N=C/c2ccccn2)cc1 | -1% | 19% | -8% | 1% | 16% | 32% | 2% | -16 | -8%
Nc1nnc(SCC(=O)Nc2cccc(S(=O)(=O)N3CCOCC3)c2)s1 | 0% | 0% | -14% | · | 81%[activator] | · | · | -1 | -3%
CC12CCCC(CC(=O)O)(C1)NC(=O)C2 (stereo not given) | 7% | · | -2% | · | 8% | · | · | -22 | -17%
O=C(COC(=O)c1ccc(Cl)cc1O)Nc1cccnc1Cl | 3% | 0% | 4% | 0% | 36%[activator] | 3%[57.1 µM] | -2% | 5 | -15%
O=C(c1ccco1)N1CCN(c2ncnc3c(-c4ccccc4)nsc23)CC1 | 3% | -4% | -4% | -5% | 31%[activator] | 13% | -14% | -13 | -10%
COc1ccc(OC2C(=O)N(Cc3ccc(F)cc3)C2c2cc(OC)c(OC)c(OC)c2)cc1 (stereo not given) | -6% | 0% | -15% | 3% | 7% | 3%[57.1 µM] | -3% | 4 | -15%
Cc1cc(NCCN2CCOCC2)c2ccc3ccccc3c2n1 | 2% | 3% | -11% | 106%[activator] | ? | 4% | -12% | 0 | -5%[60.1 µM]
CCOC(=O)C(C(=O)Nc1nc2ccccc2s1)C1CCCCC1 (stereo not given) | 1% | -11% | 5% | -12% | 14% | 1% | -4% | -12 | -21%
Cc1ccc(C(=O)O)cc1S(=O)(=O)Nc1ccccc1C(=O)NC1CC1 | i | 12% | ? | · | 7% | · | · | 6 | 2%
COc1cc(C(=O)OCC(=O)N2CCCC2)cc2c1OCCO2 | i | -8% | -12% | · | 17% | · | · | 7 | -2%
COc1ccccc1C1=CN(Cc2ccccc2)CCC1=O | 8% | 19% | -21% | · | 8% | · | · | · | -3%
O=C(CN1C(=O)c2ccccc2C1=O)N1CCN(c2nnc(-c3ccccc3)c3ccccc23)CC1 | i | 8% | -9% | -1% | 1% | 1% | -10% | -20 | 15%
COc1ccc([C@H]2CC(=O)C=C(c3ccnc4ccc(Cl)cc34)C2)cc1 | 6% | -3% | -14% | · | 5% | · | · | · | -9%
COC(=O)c1[nH]c2ccc(C)cc2c1NC(=O)C(C)N1CCN(C2CCCCC2)CC1 (stereo not given) | 11% | 2% | -7% | 5% | 6% | -15% | -20% | -22 | -2%
COc1cc(OC)cc(C(=O)Nc2cccc(NC(=O)c3cc(OC)cc(OC)c3)n2)c1 | 3% | · | -19% | · | 74%[activator] | · | · | -6 | 7%
CC(=O)c1cnc(-c2ccccc2)s1 | -6% | -9% | 1% | 3% | 92%[activator] | 1% | -3% | -13 | -1%
COc1ccc2nc(NC(=O)c3cccc(N4C(=O)CCC4=O)c3)sc2c1 | -4% | 18% | ? | · | 36%[activator] | · | · | 3 | -9%

# (next part)
smiles | Tb PGK inh | APEX1 inh | POLH inh | BLM inh | POLI inh | POLB inh | Apoferritin bind | RXFP1 antag | POLK inh
COc1ccccc1CNC(=O)CCCCn1c(=O)c2ccccc2n(CC(=O)Nc2cccc(Cl)c2)c1=O | 2% | · | -12% | -6% | -5% | -1% | -13% | · | 7%
COc1ccccc1N1CCN(C(=O)C2CCCN(S(=O)(=O)c3ccc4c(c3)oc(=O)n4C)C2)CC1 (stereo not given) | -8%&-2% | 32%[activator] | -17%&-1% | -3%&3% | 65%&11%[activator] | 53%&-24% | -3%&3% | 1&-11 | -4%
COc1ccc(-c2csc(NC(=O)CSc3ccc(Br)cc3)n2)c(OC)c1 | -1% | -2% | -25% | -4% | -2% | 8% | -2% | 7 | -3%
Cc1ccc(NC(=O)C(Cc2ccccc2)NS(=O)(=O)c2cccs2)cc1Cl (stereo not given) | -2% | · | -11% | 0% | 15% | 19% | -10% | · | -4%
Cc1ccc(C(C)C)c(OCC(=O)Nc2ccc3c(c2)nc(CN2CCCC2)n3C)c1 | 0% | 13% | -28% | -9% | 18% | 4% | -17% | -32 | -19%
CCc1ccc(CN2CCCC(CNC(=O)c3cccc(OC)c3OC)C2)cc1 (stereo not given) | -14% | -11% | -20% | -9% | 81%[activator] | 0% | -11% | 13 | -6%
O=C(Nc1cccc(C(F)(F)F)c1)c1cncs1 | -8% | -2% | -3% | -1% | 14% | 30% | -11% | -5 | 9%

# This is a subset. The share of hits here may be higher or lower than overall.
